Screens (PubChem BioAssay)
CYP2C9 inh – blocks human cytochrome P450 2C9. P11712. CYP2C9 Supersomes, luciferin-H conversion, luminescence. inhibition, % at 5 µM. 96,000 compounds, 20% hits. AID 777;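 active = blocking of liver enzyme CYP2C9 beyond about 50% at 5 µM, limit read from the data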; also: values of inactives mirror those of a sister screen read the other way
Target sequence (P11712 whole entry, looked up): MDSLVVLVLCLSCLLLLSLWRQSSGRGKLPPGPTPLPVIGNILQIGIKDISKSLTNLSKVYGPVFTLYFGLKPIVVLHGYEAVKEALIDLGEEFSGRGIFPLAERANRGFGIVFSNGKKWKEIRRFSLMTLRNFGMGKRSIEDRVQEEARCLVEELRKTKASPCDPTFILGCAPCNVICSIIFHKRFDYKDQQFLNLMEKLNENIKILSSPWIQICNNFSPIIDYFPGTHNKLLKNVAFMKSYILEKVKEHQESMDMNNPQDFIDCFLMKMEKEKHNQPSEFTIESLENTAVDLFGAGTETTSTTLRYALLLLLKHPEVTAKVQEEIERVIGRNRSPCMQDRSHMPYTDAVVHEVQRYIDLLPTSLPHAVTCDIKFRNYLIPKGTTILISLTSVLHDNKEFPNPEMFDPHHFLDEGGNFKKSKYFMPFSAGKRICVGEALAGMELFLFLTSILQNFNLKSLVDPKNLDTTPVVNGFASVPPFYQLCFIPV
PTPN22 act – LYP (human) phosphatase activation. Q9Y2R2. recombinant LYP, DiFMUP fluorescence; 0 = plate median, 100 = signal doubled. activation, % at 2 µM. 96,000 compounds, 0.11% hits. AID 697;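 active = activation at 2 µM above a set limit, the mean plus 5 SD, cut at about 37% in these data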
Ecoli WT expand – E. coli BW25113 growth inhibition, expanded screen; OD600 absorbance; growth inhibition, % at 100 µM; 98,000 compounds, 0.15% hits; AID 710;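 active = growth inhibition above about 50% at one test dose, limit read from the data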;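 also: growth measured after 20 h incubation at 37 °C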
PostGolgi ctrl – inhibits growth of the yeast control strain; efflux-deficient yeast background strain, growth absorbance A615, 16 h; 98,000 compounds, 5% hits; inhibition, % at 10 µM
Pyk2 oligo antag – blocks oligomerization of human Pyk2 in cells | Q293 cells, Pyk2 FERM NanoBiT luminescence; stronger effect = lower value | z-score (the deposit names both 25 µM and 10 µM) | 99,000 compounds, 0.83% hits;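 active = Z-score of -3 or lower, scaled per plate to the spread of control and sample wells; inactive = z-score above -3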;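 also: negative z-score means lost luminescence so less FERM oligomerization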
PTPN22 inh 2 – inhibitors of human LYP (PTPN22) phosphatase; Q9Y2R2; 96,000 compounds, 0.21% hits; inhibition, % at 2 µM; recombinant LYP catalytic domain, DiFMUP fluorescence;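 active = inhibition at 2 µM at or above a set limit, the screen mean plus 3 SD, cut at about 24% in these data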;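 also: 0% = DMSO with enzyme and 100% = enzyme fully blocked by orthovanadate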
DAT uptake mod – modulates human dopamine transporter uptake under cocaine | Q01959 | LLC-PK1 hDAT cells, [14C]-dopamine uptake with cocaine IC80; actives deviate in either direction | B-score at 10 µM | 110,000 compounds, 1.3% hits;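 active = Z score or B-score, a plate-position-corrected score, falls beyond the plate's 99.7% confidence bounds, in either direction; inactive = both scores lie inside the 99.7% bounds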;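 also: scored against the spread of the other compound wells on the same plate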
Target sequence (Q01959 whole entry, looked up): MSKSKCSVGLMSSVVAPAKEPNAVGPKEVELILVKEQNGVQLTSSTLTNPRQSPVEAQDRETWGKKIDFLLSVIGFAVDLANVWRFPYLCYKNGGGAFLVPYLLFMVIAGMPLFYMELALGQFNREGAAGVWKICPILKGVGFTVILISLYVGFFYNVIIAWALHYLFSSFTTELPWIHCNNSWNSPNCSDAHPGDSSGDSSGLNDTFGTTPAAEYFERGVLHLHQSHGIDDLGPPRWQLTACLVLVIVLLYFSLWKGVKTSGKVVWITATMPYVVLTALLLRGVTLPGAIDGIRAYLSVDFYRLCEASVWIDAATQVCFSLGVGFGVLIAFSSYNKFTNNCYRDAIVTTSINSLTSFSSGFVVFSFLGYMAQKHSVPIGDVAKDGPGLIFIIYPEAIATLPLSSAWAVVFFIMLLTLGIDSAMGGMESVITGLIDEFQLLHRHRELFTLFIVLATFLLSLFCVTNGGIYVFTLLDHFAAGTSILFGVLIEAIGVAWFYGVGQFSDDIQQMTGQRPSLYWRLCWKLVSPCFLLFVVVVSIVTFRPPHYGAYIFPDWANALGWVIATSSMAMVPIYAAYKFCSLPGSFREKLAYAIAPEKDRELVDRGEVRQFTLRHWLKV
PostGolgi yeast – growth inhibition of a yeast mutant, post-Golgi transport screen; post-Golgi transport phenotypic cell assay; 98,000 compounds, 0.9% hits; inhibition, % at 10 µM;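 also: yeast cells grown in 1536-well plates; yeast grown about 18 h at 30C before absorbance read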
CYP2C9 act – activators of human CYP2C9; P11712; recombinant CYP2C9, luciferin-H conversion, luminescence; stronger effect = higher value; factor 1 = untreated enzyme, 0 = blocked; activation factor at 5 µM; 96,000 compounds, 1.4% hits; AID 1024;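 active = activation factor of 2 or more for CYP2C9 at a 5 µM dose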;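 also: 0 = sulfaphenazole-blocked wells and 1 = vehicle-only wells; values of inactives mirror those of a sister screen read the other way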
* hit, by the source's call; · = no result given. Rule as the data show it, unless noted: active = inhibition above about 30%; inactive = the rest.

SMILES | CYP2C9 inh | PTPN22 act | Ecoli WT expand | PostGolgi ctrl | Pyk2 oligo antag | PTPN22 inh 2 | DAT uptake mod | PostGolgi yeast | CYP2C9 act
Cc1ccc2cc(C#N)c(SCC(=O)NCC3CCCO3)nc2c1 (centres undefined) | -6 | -6 | 2 | 16 | -0.5 | 6 | 0.86 | 0 | 1.1
CCOC(=O)NC(Nc1ncccn1)(C(F)(F)F)C(F)(F)F | -1 | 10 | -1 | 1 | -0.85 | -11 | -0.46 | -1 | 1
CCOC(=O)c1cnc2ccccc2c1NCCc1ccc(OC)c(OC)c1 | 83* | 6 | 0 | -7 | -0.73 | -6 | 1.5 | 5 | 0.2
O=C(COc1ccc(Cl)cc1)Nc1nc(-c2ccc(S(=O)(=O)N3CCOCC3)cc2)cs1 | 92* | -2 | -3 | 12 | -1.7 | 3 | -0.0078 | -6 | 0.1
Cc1cccc(C)c1NC(=O)CSc1ncnc2nc[nH]c12 | -3 | -9 | 0 | -3 | 0.48 | 7 | 0.78 | 1 | 1
CC(C)[C@H](NC(N)=O)C(=O)Nc1ccc2c(c1)CCC2 | -13 | -14 | -1 | 28 | -0.35 | 16 | -0.72 | 18 | 1.1
CCN(CC(=O)NC1CCS(=O)(=O)C1)c1nc(-c2ccccc2)nc2ccccc12 (centres undefined) | 9 | 2 | 2 | 5 | 0.46 | -1 | 0.75 | 8 | 0.9
COc1ccccc1N1CCN(S(=O)(=O)CC23CCC(CC2=O)C3(C)C)CC1 (centres undefined) | -24 | -2 | 4 | 17 | -0.06 | 0 | -1.1 | -28 | 1.2
COC(=O)c1ccc(C)c(NC(=O)CN(c2cc(OC)ccc2OC)S(C)(=O)=O)c1 | 29 | -2 | -2 | 7 | 1.2 | -1 | 1.1 | 16 | 0.7
Cc1cc(NC(=O)c2ccc(NC(=O)C(C)Oc3ccccc3)cc2)no1 (centres undefined) | · | · | -10 | -13 | -0.58 | · | 0.66 | -2 | ·
Cc1ccc(NC(=O)Cn2c(CCC(=O)O)ccc2-c2cccs2)cc1 | -13 | -8 | 1 | 1 | -0.43 | 10 | 0.25 | 4 | 1.1
O=C(Nc1nncs1)c1cccc(S(=O)(=O)N2CCCCC2)c1 | · | 7 | · | · | -1.1 | -10 | 1.2 | · | ·
Cc1nc2c(-c3ccc(F)cc3)c(C)nn2c(C)c1CCC(=O)NCCN1CCOCC1 | 4 | 5 | -7 | 23 | · | -6 | -0.63 | 0 | 1
O=C(NCCC1=CCCCC1)C1CCCN(S(=O)(=O)c2ccc(F)cc2)C1 (centres undefined) | 10 | -6 | -3 | 10 | 1.2 | 2 | -0.44 | 12 | 0.9
O=C(NC1CCCCCC1)c1cccc(N2CCCC2=O)c1 | 37 | -4 | 4 | 13 | 3.1 | 8 | -0.65 | -1 | 0.6
COc1ccc(CCNC(=O)CN2CCCc3ccccc32)cc1OC | 59* | 3 | -4 | -2 | 0.33 | -2 | 0.19 | 4 | 0.4
Cc1cc(C)nc(NCC(O)CNc2ccccc2Cl)n1 (centres undefined) | · | · | 8 | 4 | 0.27 | · | -0.24 | 0 | ·
O=C1CCN(N=Nc2cccc(Cl)c2)N1 | 18 | 0 | 4 | -4 | · | -4 | -0.55 | 4 | 0.8
O=C(Cc1cn2ccsc2n1)NCc1ccccc1 | -22 | 5 | 8 | 9 | -0.34 | -5 | -0.4 | -2 | 1.2
CC(C)NS(=O)(=O)c1ccc(OCC(=O)N2CCCC2)cc1 | · | 4 | · | · | -0.24 | -5 | -0.075 | · | ·
O=C(N/N=C/c1c[nH]c2ccccc12)c1ccn(Cc2ccc(Cl)cc2Cl)n1 | 70* | -11 | -5 | 10 | 0.23 | 14 | · | 6 | 0.3
COc1ccc(C2C(C#N)=C(/N=C/N3CCOCC3)OC3=C2C(=O)CC(C)(C)C3)cc1OC (centres undefined) | 69* | -5 | -1 | 7 | 0.62 | 6 | -0.51 | -2 | 0.3
Oc1ccccc1C1=Nc2ncnn2C(c2ccccc2)C1 (centres undefined) | 48 | · | -1 | -2 | -1.3 | · | 0.52 | 7 | 0.5
CC(C)OCCCNC(=O)CCSc1ccc(Cl)cc1 | 78* | 4 | -1 | 3 | 0.63 | -2 | -0.049 | 1 | 0.2

Arranged by number of heavy atoms (high to low): part of the list above
SMILES | CYP2C9 inh | PTPN22 act | Ecoli WT expand | PostGolgi ctrl | Pyk2 oligo antag | PTPN22 inh 2 | DAT uptake mod | PostGolgi yeast | CYP2C9 act
O=C(COc1ccc(Cl)cc1)Nc1nc(-c2ccc(S(=O)(=O)N3CCOCC3)cc2)cs1 | 92* | -2 | -3 | 12 | -1.7 | 3 | -0.0078 | -6 | 0.1
CCN(CC(=O)NC1CCS(=O)(=O)C1)c1nc(-c2ccccc2)nc2ccccc12 (centres undefined) | 9 | 2 | 2 | 5 | 0.46 | -1 | 0.75 | 8 | 0.9
CCOC(=O)c1cnc2ccccc2c1NCCc1ccc(OC)c(OC)c1 | 83* | 6 | 0 | -7 | -0.73 | -6 | 1.5 | 5 | 0.2
Cc1cc(NC(=O)c2ccc(NC(=O)C(C)Oc3ccccc3)cc2)no1 (centres undefined) | · | · | -10 | -13 | -0.58 | · | 0.66 | -2 | ·
COc1ccc(CCNC(=O)CN2CCCc3ccccc32)cc1OC | 59* | 3 | -4 | -2 | 0.33 | -2 | 0.19 | 4 | 0.4
Cc1ccc2cc(C#N)c(SCC(=O)NCC3CCCO3)nc2c1 (centres undefined) | -6 | -6 | 2 | 16 | -0.5 | 6 | 0.86 | 0 | 1.1
O=C(Nc1nncs1)c1cccc(S(=O)(=O)N2CCCCC2)c1 | · | 7 | · | · | -1.1 | -10 | 1.2 | · | ·
Cc1cccc(C)c1NC(=O)CSc1ncnc2nc[nH]c12 | -3 | -9 | 0 | -3 | 0.48 | 7 | 0.78 | 1 | 1
Cc1cc(C)nc(NCC(O)CNc2ccccc2Cl)n1 (centres undefined) | · | · | 8 | 4 | 0.27 | · | -0.24 | 0 | ·
CC(C)[C@H](NC(N)=O)C(=O)Nc1ccc2c(c1)CCC2 | -13 | -14 | -1 | 28 | -0.35 | 16 | -0.72 | 18 | 1.1

Following part.
SMILES | CYP2C9 inh | PTPN22 act | Ecoli WT expand | PostGolgi ctrl | Pyk2 oligo antag | PTPN22 inh 2 | DAT uptake mod | PostGolgi yeast | CYP2C9 act
CCn1cc(C(=O)NC2CCCCC2)c(=O)c2ccc(C)nc21 | 24 | 5 | 0 | 10 | -0.27 | -6 | 0.59 | 2 | 0.8
Cc1cc(/C=N/n2cnnc2)c(C)n1-c1cccc(C(=O)O)c1 | 6 | 10 | -14 | 9 | -0.53 | -10 | -0.37 | 1 | 0.9
CC(C)Oc1cccc(C(=O)NC(=S)N2CCN(c3ccc(C(F)(F)F)cc3[N+](=O)[O-])CC2)c1 | 62* | -2 | -17 | 22 | -1.6 | 5 | -0.71 | -4 | 0.4
CCCC(=O)NC(Nc1cc(C(F)(F)F)ccc1Cl)C(Cl)(Cl)Cl (centres undefined) | 20 | 5 | -3 | 20 | -1.6 | -1 | -0.98 | 6 | 0.8
O=[n+]1cc(-c2ccccc2)n([O-])c2c1CCC2 | -19 | 14 | -8 | 5 | 0.42 | -15 | -0.051 | 14 | 1.2
CC(C)CNC(=S)NC1CC2CCCC(C1)N2Cc1ccco1 (centres undefined) | -11 | 8 | -3 | 31* | 0.13 | -6 | -0.26 | -9 | 1.1
Cc1c(C(=O)NC2CC2)oc2ccc(S(=O)(=O)N3CCCCCC3)cc12 | 40 | · | · | · | 0.08 | · | 2 | · | 0.6
CCOC(=O)Cn1c(=O)cnc2ccccc21 | -14 | -3 | 8 | 20 | 0.65 | 4 | -1.1 | 11 | 1.1
CCOC(=O)N1CCN(CC(=O)N2c3ccccc3CC2C)CC1 (centres undefined) | -12 | 14 | 0 | 4 | -0.28 | -17 | -0.25 | -1 | 1.1
c1ccc(Cn2nnnc2CN2CCN(Cc3ccc4c(c3)OCO4)CC2)cc1 | 4 | 10 | 7 | -2 | 0.21 | -12 | 0.35 | -2 | 1
C/C(O)=C(/N=O)C(=O)Nc1ccccc1 | 11 | -5 | -9 | -1 | 0.22 | 3 | 0.033 | -2 | 0.9
CCOC(=O)c1ccc(NC(=O)Nc2ccn(C)n2)cc1 | 15 | -6 | 10 | 3 | 0.48 | 4 | 1.1 | -9 | 0.9
CCOc1ccccc1N1CCN(Cc2ccc(Br)s2)CC1 | 52* | -9 | 23 | 11 | 0.21 | 9 | -0.11 | 1 | 0.5
Oc1ccccc1CNn1cnnc1 | -12 | -9 | 0 | 10 | -0.49 | 7 | -0.52 | -3 | 1.1
CCOC(=O)CCCCC(=O)c1[nH]c(=O)[nH]c1CSc1nc(-c2ccccc2)c(C#N)c(=O)[nH]1 | 86* | -1 | -10 | 1 | 0.76 | 4 | 0.013 | -1 | 0.1
Cc1ccc2nc(NCCCO)[nH]c2c1 | · | -6 | · | · | 1 | 5 | -0.16 | · | ·
Nc1ccc(C(=O)OCc2nc3c(ccc4ccccc43)[nH]2)cc1 | · | 3 | · | · | -1.2 | -3 | 0.5 | · | ·
Cc1nc(C(=O)Nc2cc(Cl)ccc2Cl)nn1-c1cc(OC(C)C)c(Cl)cc1Cl | 87* | 7 | -7 | 14 | 0.34 | -3 | 0.98 | -2 | 0.1
Cn1cccc1C(C(=O)NC1CCCCC1)N(C(=O)Cc1cccs1)c1ccc2c(c1)OCO2 (centres undefined) | 24 | -7 | -10 | -11 | -0.22 | 7 | -0.65 | -1 | 0.8
O=C(Cn1nnc(-c2ccccc2-n2cnnn2)n1)c1ccccc1 | -85 | 7 | -8 | -5 | -0.48 | -11 | 0.16 | -13 | 1.8
Cc1cccc(-n2c(Cn3nc(C)c([N+](=O)[O-])c3C)n[nH]c2=S)c1 | -3 | -7 | 3 | 5 | 0.69 | 8 | -0.14 | 3 | 1
O=C(NCc1ccccc1)C1CC2CCCC(C1)C2=O (centres undefined) | -8 | -2 | -16 | -1 | -0.14 | 4 | -0.036 | 8 | 1.1
CCOCc1cn(CC(=O)c2ccc([N+](=O)[O-])cc2)c(C)nc1=N | -37 | 4 | 0 | 17 | 0.16 | -4 | -0.67 | 6 | 1.4
Cc1ccc(-c2noc(C3CCCN(C(=O)c4ccc(F)cc4F)C3)n2)cc1 (centres undefined) | 39 | 10 | -2 | 11 | -1.5 | -15 | 0.015 | -2 | 0.6
Cc1cnc(C(=O)OCC(=O)Nc2ccc(Cl)cc2Cl)cn1 | · | -11 | -14 | 12 | 0 | 8 | -1.3 | -8 | ·
CC(=O)Nc1cccc(-c2csc(Nc3cc(C)ccn3)n2)c1 | -4 | 5 | 11 | 31* | -1 | -2 | 3.1* | 1 | 1
O=C(NC1CCCCCC1)C1c2ccccc2C(=O)N1C1CC1 (centres undefined) | 6 | 4 | -3 | 15 | 0.61 | -3 | -0.22 | -3 | 0.9
CCN(CC)c1nc(C)c(C(C)=O)cc1C#N | 17 | 5 | 6 | -1 | 0.03 | -5 | 0.43 | 14 | 0.8
CCCCOC(=O)C1[C@H]2C(=O)N(CCc3ccccc3)C[C@]23C=C[C@H]1O3 (some centres undefined) | -1 | 5 | -1 | 6 | -0.53 | -8 | 0.68 | -2 | 1
CCOc1cc(/C=N/NC(N)=O)cc(Br)c1OCC(=O)Nc1cccc2ccccc12 | 7 | -5 | -9 | -2 | -1.2 | 1 | -0.011 | -7 | 0.9
CC(C)Cn1cnc2c(c1=O)c1nc3ccccc3nc1n2Cc1ccc2c(c1)OCO2 | 50* | · | -5 | 7 | · | · | 1.2 | 0 | 0.5
Cc1cnc(C(=O)OCC(=O)N2CCc3ccccc3C2)cn1 | -10 | · | 0 | 0 | -0.56 | · | 0.001 | 9 | 1.1
O=C(COc1ccccc1)N1CCN(S(=O)(=O)c2ccc(Cl)cc2)CC1 | 21 | 7 | 4 | 5 | -0.49 | -10 | -0.83 | -11 | 0.8

Hits appear at their usual frequency. Share with any hit: about 24%.
